hERG protect: shields human hERG channel from block by proarrhythmic agents | CHO-hERG, FluxOR thallium flux, dofetilide IC70 present | activation (rescue from dofetilide block), less the hit threshold, % at 10 µM | 310,000 compounds, 0.51% hits;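 active = activation above the mean of controls blocked by dofetilide plus 5 SD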;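 also: thallium influx through hERG after potassium depolarization seen as dye fluorescence rise; in these data hits start at about 4.7%; inactives centre near -7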
KCNK3 block: human KCNK3 channel inhibition, primary screen | O14649 | CHO-KCNK3 thallium flux, FluxOR fluorescence; active compounds read low | B-score at 10 µM | 340,000 compounds, 0.84% hits | AID 602410;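 active = B-score under library mean minus 4 SD, starting fluorescence ratio at most library mean plus 5 SD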;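 also: more negative B-score means stronger inhibition of thallium flux through KCNK3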
Target sequence (O14649 whole entry, looked up): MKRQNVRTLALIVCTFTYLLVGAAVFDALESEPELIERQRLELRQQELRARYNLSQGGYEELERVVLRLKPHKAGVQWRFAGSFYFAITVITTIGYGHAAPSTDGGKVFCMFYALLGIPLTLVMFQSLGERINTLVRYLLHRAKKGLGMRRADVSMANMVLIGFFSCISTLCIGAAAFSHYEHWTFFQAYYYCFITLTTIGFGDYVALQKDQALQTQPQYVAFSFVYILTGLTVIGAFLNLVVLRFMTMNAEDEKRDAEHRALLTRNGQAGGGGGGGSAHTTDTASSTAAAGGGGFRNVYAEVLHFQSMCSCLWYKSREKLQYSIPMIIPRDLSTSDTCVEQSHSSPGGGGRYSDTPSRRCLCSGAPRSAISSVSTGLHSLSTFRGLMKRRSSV
TRPC4 inh: blocks the mouse TRPC4 cation channel. AID 2247. 300,000 compounds, 0.39% hits. B-score at 10 µM. HEK293 TRPC4beta/mu-opioid, DAMGO-evoked Fluo4 calcium flux; active compounds read low;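 active = B-score over 3 SD under the library average, no early fluorescence shift, positive overall ratio signal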
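System: stable TRPC4beta/mu-opioid receptor HEK293 cells; Dosing: single-point compound dosing; Measured by: Fluo4 Ca2+ flux fluorescence; Read-out basis: per-well B score of integrated baseline-normalized Fluo4 ratio.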
Dyrk1A ADPGlo: Dyrk1A (rat) kinase inhibition; ADP-Glo luminescence, NFATc1 peptide; Q63470; 310,000 compounds, 0.43% hits; inhibition, % at 12.5 µM; in the data active = inhibition above about 50%;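 also: plate controls were vehicle with enzyme for no effect and no enzyme for full effect; many of its hits are not listed in these tables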
TRPC4 act: opens the mouse TRPC4 cation channel; Q9QUQ5; HEK293 TRPC4beta/mu-opioid, Fluo4 calcium fluorescence; active compounds read high; B-score at 10 µM; 310,000 compounds, 0.49% hits; AID 2237;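 active = B-score above 5 SD of library B-scores, and initial fluorescence ratio not above library mean plus 5 SD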;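 also: positive B-score marks a calcium rise read as TRPC4 activation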
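Assay system – TRPC4beta and mu-opioid receptor HEK293 stable cells · Measured by – Fluo4 fluorescence, kinetic · Schedule – dye loading 45 min room temperature, 110 s kinetic read · Read-out – B-scored integrated calcium fluorescence ratio · Controls – buffer and maximal DAMGO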
KCNK9 block: inhibitors of human KCNK9 two-pore domain potassium channel | Q9NPC2 | HEK293 KCNK9, FluxOR thallium flux fluorescence; active compounds read low | 310,000 compounds, 1.2% hits | B-score at 10 µM;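 active = ratio B-score over 3 SD below the library mean, with starting fluorescence within 5 SD of its mean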;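 also: negative B-score means less thallium flux so channel inhibition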
Platelet DG rel: modulates dense granule release in human platelets; human platelet-rich plasma, SFLLRN dense granule ATP release, luminescence; inhibition, %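 (compounds screened at 7.5 µM in platelet-rich plasma)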; 300,000 compounds, 0.22% hits; AID 1663;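 active = mean replicate score, as percent of positive control, at or above 50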
KCNQ1 act: potentiates or activates the human KCNQ1 potassium channel | P51787 | AID 2648 | 310,000 compounds, 0.35% hits | CHO-K1 KCNQ1, thallium flux FluxOR fluorescence; active compounds read high | B-score at 10 µM;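 active = fluorescence ratio B-score, a plate-corrected score, at least three library SD, with initial intensity B-score within 5 SD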
Target sequence (P51787 whole entry, looked up): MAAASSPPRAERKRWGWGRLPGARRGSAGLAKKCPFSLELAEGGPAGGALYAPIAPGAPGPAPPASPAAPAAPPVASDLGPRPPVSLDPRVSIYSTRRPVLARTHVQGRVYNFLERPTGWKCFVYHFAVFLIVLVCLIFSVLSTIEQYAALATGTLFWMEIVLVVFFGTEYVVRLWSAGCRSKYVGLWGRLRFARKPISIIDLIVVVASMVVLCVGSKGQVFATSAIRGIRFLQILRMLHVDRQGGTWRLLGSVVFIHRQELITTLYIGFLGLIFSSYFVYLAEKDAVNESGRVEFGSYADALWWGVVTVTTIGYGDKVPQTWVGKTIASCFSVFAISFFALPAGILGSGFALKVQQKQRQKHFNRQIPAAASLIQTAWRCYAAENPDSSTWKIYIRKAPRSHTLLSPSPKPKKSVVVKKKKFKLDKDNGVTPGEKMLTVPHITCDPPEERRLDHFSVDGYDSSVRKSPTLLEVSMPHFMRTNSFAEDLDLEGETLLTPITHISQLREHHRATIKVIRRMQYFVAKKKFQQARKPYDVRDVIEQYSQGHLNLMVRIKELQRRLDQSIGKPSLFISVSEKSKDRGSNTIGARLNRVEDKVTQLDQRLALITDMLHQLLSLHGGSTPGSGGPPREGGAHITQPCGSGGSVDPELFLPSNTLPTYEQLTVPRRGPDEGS
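Assay system: stable KCNQ1 CHO-K1 line; medium: assay buffer, equal DMSO in all wells; timing: 90 min dye loading and 20 min compound exposure, both at room temperature; technique: kinetic FluxOR thallium fluorescence, 10-s 1-Hz baseline, 110-s post-stimulus read; read-out basis: B score of baseline-normalized fluorescence ratio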
PolyA inhibitor: inhibitors of polyadenylation in S. cerevisiae; calls only at 12 µM; S. cerevisiae SKY197-pL101 polyadenylation reporter, beta-gal luminescence; efflux-impaired pdr1/pdr3 knockout yeast; score 100 = 6 SD above DMSO; 300,000 compounds, 0.02% hits; AID 1875;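 active = lowest replicate activity score at least 50, where 100 means six control SD above control mean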;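 also: yeast exposed to compound for 9 h at 30 °C; higher score means more reporter readthrough which indicates perturbed polyadenylation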
TRPC4 PAM: allosterically enhances the mouse TRPC4 cation channel; Q9QUQ5; HEK293 TRPC4beta/mu-opioid, DAMGO EC20, Fluo-4 Ca2+ flux; active compounds read high; B-score at 10 µM; 310,000 compounds, 0.42% hits; AID 2227;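 active = B-score of calcium response area above 5 SD of library B-scores, with initial fluorescence ratio within 5 SD of library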;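 also: B-score of integrated fluorescence ratio over time as area under calcium response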
KCNQ1 block: blocks the human KCNQ1 potassium channel. 310,000 compounds, 1.3% hits. P51787. AID 2642. CHO-K1 KCNQ1, FluxOR thallium flux fluorescence; active compounds read high. B-score at 10 µM;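 active = compounds whose thallium flux B-score, printed positive for inhibition, exceeds three library SD while starting fluorescence stays within three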;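 also: channel opened by potassium depolarization with thallium stimulus after 20 min compound exposure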
* hit, by the source's call; i = inactive; . = not tested or not shown. An excerpt; rates above refer to the full screens.

No.	canonical_smiles	hERG protect	KCNK3 block	TRPC4 inh	Dyrk1A ADPGlo	TRPC4 act	KCNK9 block
1	CCc1cc(C(=O)OC)c(NC(=O)c2ccoc2C)s1	-13.4	i	i	-12.7	i	i
2	NNC(=O)c1ccc(COc2ccc3ccccc3c2)cc1	-8.2	i	i	-1.6	i	i
3	O=C(NNC(=S)NCC1CCCO1)c1cc(Br)ccc1Cl (stereo not given)	-14.6	i	i	2.4	i	i
4	Cc1cc(C(=O)N/N=C/c2ccc(OC(=O)c3ccccc3Br)cc2)n[nH]1	-10.7	i	i	.	i	i
5	COc1ccc(CC(=O)n2[nH]c(=O)ccc2=O)cc1OC	-15.6	i	i	4.6	i	i
6	COC(=O)c1ccc(COC(=O)CCC(=O)c2cccs2)cc1	-13.6	i	i	0.7	i	i
7	COc1cccc(OC)c1C(=O)NC(=S)NCc1cccnc1	-7.5	i	i	0.8	i	i
8	S=c1[nH]nc(-c2ccccc2Br)n1Cc1ccccc1	-6.4	i	i	-2.2	i	i
9	O=C(NCc1ccc(Cl)cc1)C1CCN(C(=O)Cc2ccccc2)CC1	-12.3	i	i	1.4	i	i
10	O=C(CC1N=C(Cc2ccccc2)NNC1=O)N/N=C/c1ccc([N+](=O)[O-])cc1 (stereo not given)	-8.9	i	i	.	i	i

No.	Platelet DG rel	KCNQ1 act	PolyA inhibitor	TRPC4 PAM	KCNQ1 block
1	32.2	i	i	i	i
2	-10.2	i	i	i	i
3	10.9	i	i	i	i
4	-2.5	i	i	i	i
5	6.6	i	i	i	i
6	6.9	i	i	i	i
7	0.7	i	i	i	i
8	-13.5	i	i	i	i
9	6.7	i	i	i	i
10	9.4	i	i	i	i

Single records, as listed above. Order of values: hERG protect, KCNK3 block, TRPC4 inh, Dyrk1A ADPGlo, TRPC4 act, KCNK9 block, Platelet DG rel, KCNQ1 act, PolyA inhibitor, TRPC4 PAM, KCNQ1 block
Entry for O=C(CC1N=C(Cc2ccccc2)NNC1=O)N/N=C/c1ccc([N+](=O)[O-])cc1 (stereo not given) : -8.9, i, i, ., i, i, 9.4, i, i, i, i
Entry for S=c1[nH]nc(-c2ccccc2Br)n1Cc1ccccc1 : -6.4, i, i, -2.2, i, i, -13.5, i, i, i, i
Entry for COc1ccc(CC(=O)n2[nH]c(=O)ccc2=O)cc1OC : -15.6, i, i, 4.6, i, i, 6.6, i, i, i, i

Other records follow:
No.	canonical_smiles	hERG protect	KCNK3 block	TRPC4 inh	Dyrk1A ADPGlo	TRPC4 act	KCNK9 block
11	O=C(Nc1ccc(Cl)c(Cl)c1)Nc1ccccc1O	-19.7	i	i	.	i	i
12	O=C(CBr)Nc1c2c(nn1-c1ccccc1)CSC2	-5.2	i	i	2.3	i	i
13	O=C(Nc1cccc(N2C(=O)C3C4C=CC(C4)C3C2=O)c1)c1cccs1 (stereo not given)	-0.2	i	i	0.4	i	i
14	O=C(C[n+]1ccc(/C=N/O)cc1)N(Cc1ccccc1)Cc1ccccc1	-13.3	i	i	-3.5	i	i
15	Cc1csc(SCC(=O)c2c(N)n(C)c(=O)n(C)c2=O)n1	-6.2	i	i	0.4	i	i
16	CC1CCCN(S(=O)(=O)CCNC(=O)c2ccc3c(c2)OCO3)C1 (stereo not given)	-11.8	i	i	6.6	i	i
17	COc1ccccc1Cc1nnnn1CC(=O)O	-11.9	i	i	2.5	i	i
18	Cc1cc(C(=O)CSc2ccc(F)cc2)cc(C)c1O	-4.2	i	i	8.0	i	i
19	Cc1ccc(-n2ncc3c2CC(C)(C)CC3NC(=O)CCN2CCCCC2=O)cc1 (stereo not given)	0.5	i	i	-5.6	i	i
20	CC1=CC2=NC(=O)/C(=C/c3cccn3Cc3ccccc3)C(=N)N2O1	-5.5	i	i	-13.7	i	i

No.	Platelet DG rel	KCNQ1 act	PolyA inhibitor	TRPC4 PAM	KCNQ1 block
11	3.9	i	i	i	7*
12	-8.0	i	i	i	i
13	-13.5	i	i	i	i
14	0.6	i	i	i	i
15	-8.2	i	i	i	i
16	1.5	i	i	i	i
17	2.6	i	i	i	i
18	4.3	i	i	i	i
19	-5.0	i	i	i	i
20	23.2	i	i	i	i

Continued.
No.	canonical_smiles	hERG protect	KCNK3 block	TRPC4 inh	Dyrk1A ADPGlo	TRPC4 act	KCNK9 block
21	O=C(O)C1CC1C(=O)N1CCN(c2ccc(Cl)c(Cl)c2)CC1 (stereo not given)	-5.3	i	i	0.2	i	i
22	Cc1ccc(S(=O)(=O)Nc2cc3c(C(=O)Nc4ccccc4)c(C)oc3c3ccccc23)cc1	-15.8	i	i	-8.0	i	i
23	CCN(CC)CCN(C(=O)CN1C(=O)c2ccccc2C1=O)c1nc2cc3c(cc2s1)OCO3	-7.1	i	i	6.0	i	i
24	C#CCOCCOCCOCCNc1nc(N2CCN(C(=O)[C@H]([C@@H](C)CC)n3cc([C@@H](N)CO)nn3)CC2)nc(N2CCN(C(=O)[C@H](CCCCN)n3cc([C@@H](N)C(C)CC)nn3)CC2)n1 (stereo not given in full)	-7.2	i	i	-5.6	i	i
25	O=C1CC(c2ccc(Cl)cc2)c2c(O)cc(O)cc2O1 (stereo not given)	-8.9	i	i	.	i	i
26	CCOc1ccc(CCNC(=O)COC(=O)c2cc([N+](=O)[O-])ccc2N2CCOCC2)cc1OCC	-12.9	i	i	-11.6	i	i
27	CCOC(=O)c1cc(CC)sc1NC(=O)Cc1ccccc1	-12.6	i	i	9.1	i	-7.65*
28	COc1ccc(C)cc1NC(=O)N1CCC(CO)(CC2CCCCO2)CC1 (stereo not given)	-9.6	i	i	.	i	i
29	COc1ccc(-n2cnc3c(sc4nc(N5CCOCC5)c5c(c43)CCCC5)c2=O)cc1	-4.0	i	i	-1.9	i	i
30	CC1(C)Cc2ccccc2C(NNC(=O)c2ccccn2)=N1	-1.2	i	i	-1.0	i	i

No.	Platelet DG rel	KCNQ1 act	PolyA inhibitor	TRPC4 PAM	KCNQ1 block
21	3.2	i	i	i	i
22	10.6	i	i	i	i
23	-12.3	i	i	i	i
24	-1.9	i	i	i	i
25	-5.4	i	i	i	i
26	-15.3	i	i	i	i
27	-8.7	i	i	i	i
28	0.9	i	i	i	i
29	-15.1	i	i	i	i
30	1.1	i	i	i	i

Further results.
No.	canonical_smiles	hERG protect	KCNK3 block	TRPC4 inh	Dyrk1A ADPGlo	TRPC4 act	KCNK9 block
31	CCCCOC(=O)c1ccc(NC(C)=O)cc1	-9.3	i	i	-6.5	i	i
32	Cc1cc(C(=O)CSc2nnc(N)s2)c(C)n1Cc1cccs1	-8.7	i	i	-3.8	i	i
33	O=C1CCCC2=C1C(c1ccc(Cl)cc1)C1C(=O)c3ccccc3C1=N2 (stereo not given)	-16.8	i	i	-4.3	i	i
34	COc1ccc(CSCCNC(=S)Nc2ccccc2)cc1Cl	-7.5	i	i	-1.3	i	i
35	NS(=O)(=O)c1ccc(CNC(=O)c2scc3c2CCCC3)cc1	-5.8	i	i	.	i	i
36	Cc1ccc(C)c(S(=O)(=O)N2CCN(C(=O)c3cc(S(=O)(=O)NCc4ccccc4)ccc3C)CC2)c1	-4.6	i	i	-1.7	i	i
37	CCOc1ccc(-c2n[nH]c(C)c2-c2ccccc2OC)c(O)c1	-2.4	i	i	-15.2	i	i
38	Cc1noc2ncnc(N3CCCC3)c12	-5.6	i	i	-2.1	i	i
39	O=c1cc(CN2CCN(S(=O)(=O)c3ccccc3)CC2)nc2sccn12	-3.1	i	i	-6.6	i	i
40	CCOC(=O)c1ccc(NC(=O)NNS(=O)(=O)c2cc(OC)ccc2OC)cc1	-5.6	i	i	-5.1	i	i

No.	Platelet DG rel	KCNQ1 act	PolyA inhibitor	TRPC4 PAM	KCNQ1 block
31	25.9	i	i	i	i
32	-15.7	i	i	i	i
33	1.1	i	i	i	i
34	11.1	i	i	i	i
35	-7.4	i	i	i	i
36	-9.5	i	i	i	i
37	.	i	i	i	i
38	-1.7	i	i	i	i
39	1.2	i	i	i	i
40	-2.1	i	i	i	i

Later entries.
No.	canonical_smiles	hERG protect	KCNK3 block	TRPC4 inh	Dyrk1A ADPGlo	TRPC4 act	KCNK9 block
41	O=C1C(c2ccccc2)SC(=Nc2ccccc2)N1S(=O)(=O)c1ccccc1 (stereo not given)	-6.3	i	i	5.1	i	i
42	COC(=O)c1c(NC(=O)CC2SC(N)=NC2=O)sc(C)c1C (stereo not given)	-7.2	i	i	-6.6	i	i
43	CC1Cc2ccccc2N1C(=O)CCn1c(=O)sc2ccccc21 (stereo not given)	-10.0	i	i	2.6	i	i
44	Cc1ccc2nc(CCl)[n+]([O-])c(-c3ccccc3)c2c1	-4.2	i	i	2.3	i	i
45	O=C(NCCCN1CCN(c2ccccc2F)CC1)C1CCCN(S(=O)(=O)c2cnc[nH]2)C1 (stereo not given)	0.1	i	i	-12.6	i	i
46	CC1CCCN(C(=O)CCNS(=O)(=O)c2ccc3c(c2)oc(=O)n3C)C1 (stereo not given)	-11.7	i	i	6.6	i	i
47	Cc1coc2cc3oc(=O)c4c(c3cc12)CCC4	-13.3	.	i	.	i	i
48	Cc1cc(=O)n2[nH]c(N)c(N=Nc3ccccc3F)c2n1	-5.0	i	i	12.6	i	i
49	CN(CC(=O)Nc1ccc(F)c(F)c1F)C(=O)c1ccc(-n2cncn2)c([N+](=O)[O-])c1	-7.8	i	i	10.4	i	i
50	CC(C)CC(=O)N1CCN(S(=O)(=O)c2ccc(Cl)cc2)CC1	-2.1	i	i	-3.9	i	i
51	COC(=O)c1ccc(Cn2nnc3c(=O)[nH]c(C4CCCN(S(=O)(=O)c5cccc(Cl)c5)C4)nc32)cc1 (stereo not given)	-7.6	i	i	-1.9	i	i
52	CCCn1c2ccc(C)cc2c2nnc(SCCN3CCOCC3)nc21	-17.2	i	i	0.2	i	i
53	CCN(CC)C(=O)CN1C(=O)NC2(CCc3ccccc3C2)C1=O (stereo not given)	-2.6	i	i	1.5	i	i

No.	Platelet DG rel	KCNQ1 act	PolyA inhibitor	TRPC4 PAM	KCNQ1 block
41	-15.3	i	i	i	i
42	3.9	i	i	i	i
43	15.7	i	i	i	i
44	3.6	i	i	i	i
45	-6.6	i	i	i	i
46	4.7	i	i	i	i
47	2.4	i	i	i	i
48	8.3	i	i	i	i
49	3.3	i	.	i	i
50	5.0	i	i	i	i
51	1.9	i	i	i	i
52	3.1	i	i	i	i
53	13.2	i	i	i	i
